PERK inh: block of dimerizer-induced PERK translation repression, primary screen, PERK inhibitor project, CHO PERK-DD cells, SEAP luminescence, HTS; Eukaryotic translation initiation factor 2-alpha kinase 3 (Homo sapiens), Q9NZJ5; CHO PERK-DD fusion, SEAP luminescence translation reporter; inhibition, % at 5.6 µM; 220,000 compounds, 0.17% hits; AID 1416, 2008;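 active means inhibition above the mean inhibition of all tested compounds plus 3 SD, set separately per screening campaign, cut at about 2.9% in these data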;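 further: PERK kinase domain activated by AP20187 dimerizer at 100 nM; 0% = DMSO with dimerizer and 100% = rapamycin at 8.4 µM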
thrombin 1536: human alpha-thrombin inhibitors, primary screen, counter-screen for coagulation protease inhibitor project, biochemical, 1536-well, fluorogenic AMC substrate; Boc-VPR-AMC fluorogenic substrate cleavage; 220,000 compounds, 0.26% hits; AID 1046, 2008; Prothrombin (Homo sapiens), P00734; inhibition, % at 5 µM;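 active means inhibition at or above 40%; inactive means inhibition below 40%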;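 further: 0% = enzyme with no compound and 100% = wells without enzyme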
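Test system: human alpha-thrombin; medium: pH 7.5 Tris-saline with Tween 20; times: reaction at room temperature; signal: AMC fluorescence at 355 nm excitation and 460 nm emission; also added: Boc-VPR-AMC substrate, 15 µM final; dosing: one concentration per compound, 5 µM, with 0.2% DMSO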
FXIa inh: human FXIa protease inhibitors, primary screen, biochemical, 1536-well. purified FXIa, Boc-Glu-Ala-Arg-AMC fluorogenic substrate. inhibition, % at 5 µM. 220,000 compounds, 0.14% hits. AID 798, 2007;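 active means inhibition of at least 40%; inactive means inhibition below 40%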;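 further: fluorescence of freed AMC excited at 355 nm; 0% = enzyme without compound and 100% = no enzyme blank; many of its hits are not listed in these tables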
Target sequence (P03951 19-387 limits assumed): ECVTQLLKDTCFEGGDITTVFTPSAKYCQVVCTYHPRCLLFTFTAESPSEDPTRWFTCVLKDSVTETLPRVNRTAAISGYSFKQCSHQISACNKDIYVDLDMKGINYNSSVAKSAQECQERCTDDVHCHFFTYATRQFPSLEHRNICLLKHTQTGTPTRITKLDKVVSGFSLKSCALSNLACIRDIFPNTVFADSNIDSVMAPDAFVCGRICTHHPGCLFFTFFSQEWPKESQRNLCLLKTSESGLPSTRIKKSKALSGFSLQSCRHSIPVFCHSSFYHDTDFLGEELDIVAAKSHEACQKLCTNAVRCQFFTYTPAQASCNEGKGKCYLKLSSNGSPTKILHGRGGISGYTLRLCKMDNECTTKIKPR
Target sequence (P03951 388-625 limits assumed): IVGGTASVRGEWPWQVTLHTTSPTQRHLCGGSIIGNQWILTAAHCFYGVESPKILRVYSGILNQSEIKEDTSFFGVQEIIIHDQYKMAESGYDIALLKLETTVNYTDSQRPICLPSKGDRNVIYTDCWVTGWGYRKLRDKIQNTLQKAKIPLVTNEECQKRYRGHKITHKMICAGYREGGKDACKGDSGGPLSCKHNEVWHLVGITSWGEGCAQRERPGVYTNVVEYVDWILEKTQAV
hK5 inh: human KLK5 protease inhibitors, primary screen, biochemical, 1536-well; recombinant hK5, fluorogenic AMC substrate cleavage; inhibition, % at 5 µM; 210,000 compounds, 0.59% hits;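 active means inhibition of 40% or more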;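 further: 0% = enzyme controls without compound and 100% = no-enzyme blanks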
Calpain2 inh: inhibitors of pig calpain II, primary screen, biochemical, fluorogenic peptide substrate, 1536-well | AID 1236, 2008 | inhibition, % at 16 µM | purified calpain II, 30 min | 220,000 compounds, 0.37% hits;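 active means inhibition above about 50%, limit read from the data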
Cl transport mod: KCC2 cotransporter modulators, thallium flux, primary screen, cell-based, HEK293 KCC2, FluoZin-2 fluorescence, MLSMR; Solute carrier family 12 member 5 (Homo sapiens), Q9H2X9; KCC2 cells, thallium flux FluoZin-2 fluorescence; B-score of Tl+ flux slope (higher = more flux/activation; lower = inhibition) at 10 µM; 190,000 compounds, 2.2% hits;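 active means thallium flux slope and its plate-corrected score both differing from the plate sample mean at a set confidence after two filtering rounds, in either direction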;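 further: slope of fluorescence scaled to starting intensity during 10 to 20 s after thallium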
Rad51 HR inh: human RAD51 strand exchange inhibitors, primary screen, biochemical, fluorescence; DNA repair protein RAD51 homolog 1 (Homo sapiens), Q06609; AID 1385, 2008; hRad51 DNA strand exchange, fluorescence dequenching; 200,000 compounds, 0.085% hits; inhibition, % at 10 µM;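 active means inhibition above 40% at the single screening dose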;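 further: 0% = DMSO control wells and 100% = blanks with heterologous ssDNA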
Target sequence (Q06609 whole entry, looked up): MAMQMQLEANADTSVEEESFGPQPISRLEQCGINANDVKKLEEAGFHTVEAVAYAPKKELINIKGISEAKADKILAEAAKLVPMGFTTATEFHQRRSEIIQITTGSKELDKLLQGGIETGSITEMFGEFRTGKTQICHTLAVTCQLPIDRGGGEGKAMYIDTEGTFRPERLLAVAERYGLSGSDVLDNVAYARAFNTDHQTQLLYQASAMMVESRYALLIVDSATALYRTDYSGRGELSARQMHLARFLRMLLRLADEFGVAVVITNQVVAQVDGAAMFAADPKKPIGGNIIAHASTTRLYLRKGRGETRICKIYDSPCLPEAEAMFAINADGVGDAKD
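Material: Human Rad51 nucleoprotein filaments preassembled on unlabelled ssDNA | Also added: Labelled 47-mer dsDNA for strand exchange | Dosing: Single dose, 10 µM final compound | Schedule: 30-min compound preincubation and 15-min exchange, both room temperature | Technique: Fluorescence dequenching at 485/520 nm | Measure: Percent inhibition relative to plate controls and blanks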
FXIIa inh 1536: human FXIIa protease inhibitors, primary screen, biochemical, 1536-well | Coagulation factor XII (Homo sapiens), P00748 | purified FXIIa, Boc-QGR-AMC fluorogenic substrate, 2 h | inhibition, % at 5 µM | 220,000 compounds, 0.3% hits | AID 800, 2007; in the data active means inhibition above about 40%;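 further: 0% = enzyme with no compound and 100% = blank without enzyme; many of its hits are not listed in these tables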
Furin inhibitor: human furin inhibitors, primary screen, biochemical, fluorescence intensity; 220,000 compounds, 0.061% hits; purified furin, fluorogenic substrate cleavage; P09958; inhibition, % at 30 µM; in the data active means inhibition above about 25%; further: inactives centre near -15
The depositor's hits bear a star; i = inactive; . = not tested or not shown; [ ] = dose if it differs, or a comment. Not all compounds are listed (hit frequency here may not be typical).

molecule	PERK inh	thrombin 1536	FXIa inh	hK5 inh	Calpain2 inh	Cl transport mod	Rad51 HR inh	FXIIa inh 1536	Furin inhibitor
CC12CC(NC(=O)N1CCc1ccccc1)c1ccccc1O2 (stereo unspecified)	0.1	-6.2	-8.8	-1.4	-1.6	-2.76	4.9	-1.7	-11.7
Cc1c(C(=O)Nc2ccc(F)cc2)cn2c(nc3ccccc32)c1C#N	0.2	-3.2	-2.5	-3.5	-77.9	-1	-8.7	4.8	-28.0
O=C(CSCc1ccc([N+](=O)[O-])cc1)NC1CCCCCC1	0.2	-3.7	-3.6	-8.8	-1.6	-1.34	-4.7	-0.4	-17.3
O=[n+]1cc(-c2ccc(Cl)cc2)n([O-])c2c1CCC2	0.1	1.4	11.1	-0.3	-6.4	1.39	2.2	5.7	-18.0
COc1cccc(-n2nnc3c(=O)n(CC(=O)N4CCC(Cc5ccccc5)CC4)cnc32)c1	0.8	-1.9	2.8	-2.1	-35.6	.	.	11.2	-0.5
CCOC(=O)C1CCN(C(=O)CCc2c(C)nc3cc(-c4ccccc4)nn3c2C)CC1	0.7	-5.0	-4.1	-29.0	-84.9	-1.13	0.3	1.5	-19.6
COc1cccc(-n2cnc(=O)c3cccnc32)c1	1.7	0.3	7.7	-6.5	-8.9	0.289	5.9	4.1	-13.3
O=C(/C=C/c1ccc(F)cc1)NC(=S)N1CCCCC1c1cccnc1 (stereo unspecified)	1.8	-13.3	-1.1	-0.2	12.3	2.56	16.6	4.1	-20.6
CN1/C(=C\C(=O)c2ccco2)c2ccccc2CC1(C)C	-0.9	2.3	3.3	-2.8	-20.7	-0.713	-1.0	10.3	-22.4
Fc1ccc(-c2nc3ccccc3[nH]2)cc1	0.1	1.8	-6.6	8.9	-16.5	0.692	-21.1	3.9	-8.9
Cc1nc(NC(=O)CSc2nnnn2Cc2ccccc2)sc1C	-0.9	13.6	8.8	30.8	17.4	-3.16	-5.3	15.8	-3.6
O=c1nc2s/c(=C\c3ccc(-c4ccccc4[N+](=O)[O-])o3)c(=O)n2nc1-c1ccccc1	0.5	-1.4	5.2	-22.9	-32.7	2.09	-36.7	9.5	-9.9
CN1N=C2c3ccccc3CCC2C1c1ccc(F)cc1 (stereo unspecified)	-0.5	3.1	5.4	2.7	-0.2	0.142	14.3	6.5	-4.3
CC1=Nc2ncnn2C(c2ccccc2)/C1=N\O (stereo unspecified)	-0.3	-18.3	6.3	6.4	-114.3	-0.208	4.9	-2.0	-17.3
CC1CCCCN1C(=O)c1ccc(NC(=O)c2ccccc2Cl)cc1 (stereo unspecified)	1.7	2.4	-5.1	-8.4	16.5	-0.593	18.4	-0.8	-19.2
CCOC(=O)CC1COCCN1Cc1cn(C)nc1-c1ccccc1F (stereo unspecified)	0.6	-6.9	-4.4	-1.9	-34.5	-0.00368	1.4	6.8	-30.6
CCCCc1nnc(NC(=O)CS(=O)(=O)Cc2ccccc2)s1	1.2	-1.3	-1.4	1.1	-22.4	-0.243	-7.9	8.0	-13.2[20 µM]
Cn1nc(C(F)(F)F)c(-c2cccc(C(F)(F)F)c2)c1NC(=O)c1cccnc1	-0.1	2.2	3.8	3.7	-27.3	-0.907	9.9	10.6	-13.8
NNC(=O)CN1C(=O)Nc2ccc(Br)cc2C1c1ccccc1 (stereo unspecified)	-0.3	54.7*	7.3	41.9*	27.5	.	-5.5	24.4	-14.5[20 µM]
CC(C)(C)c1ccc(C(=O)C2CCCN(C(=O)C3CCOCC3)C2)cc1 (stereo unspecified)	0.1	0.5	-2.4	3.0	-31.1	0.136	-1.5	6.0	-31.8

Four entries from above, with values under each structure.
Below each SMILES – PERK inh, thrombin 1536, FXIa inh, hK5 inh, Calpain2 inh, Cl transport mod, Rad51 HR inh, FXIIa inh 1536, Furin inhibitor
CCCCc1nnc(NC(=O)CS(=O)(=O)Cc2ccccc2)s1
→ 1.2, -1.3, -1.4, 1.1, -22.4, -0.243, -7.9, 8.0, -13.2[20 µM]
Cc1nc(NC(=O)CSc2nnnn2Cc2ccccc2)sc1C
→ -0.9, 13.6, 8.8, 30.8, 17.4, -3.16, -5.3, 15.8, -3.6
NNC(=O)CN1C(=O)Nc2ccc(Br)cc2C1c1ccccc1 (stereo unspecified)
→ -0.3, 54.7*, 7.3, 41.9*, 27.5, ., -5.5, 24.4, -14.5[20 µM]
CC1CCCCN1C(=O)c1ccc(NC(=O)c2ccccc2Cl)cc1 (stereo unspecified)
→ 1.7, 2.4, -5.1, -8.4, 16.5, -0.593, 18.4, -0.8, -19.2

The results go on.
molecule	PERK inh	thrombin 1536	FXIa inh	hK5 inh	Calpain2 inh	Cl transport mod	Rad51 HR inh	FXIIa inh 1536	Furin inhibitor
O=C(CN1CCCC1)NC12CC3CC(CC(C3)C1)C2	1.2	0.1	6.3	-20.5	0.2	-0.127	10.1	10.4	-12.3
COc1ccc(S(=O)(=O)N2CCOCC2)cc1NC(=O)CSc1nnc2ccccn12	0.7	6.6	-0.5	2.8	-52.9	-0.123	-4.3	7.3	-27.1
Cc1oc(-c2cccc(C(F)(F)F)c2)nc1CN1CCN(c2ccccn2)CC1	0.5	-8.1	-3.5	-3.6	-18.4	.	-7.2	4.3	-17.5
CCOc1ccccc1NC(=S)Nc1ccccc1F	0.9	-4.6	4.5	-14.6	-7.3	0.508	1.1	16.9	-9.9[20 µM]
CCCCCCN=C(C)c1ccccc1O	0.5	-0.4	-1.4	6.7	8.2	0.497	-16.3	8.6	-4.7
CCC(Sc1nncn1C)C(=O)Nc1ccccc1OC (stereo unspecified)	1.0	4.6	16.8	-10.1	5.5	.	1.9	25.9	-6.0[20 µM]
Cc1nc2c(sc3nc4c(cc32)COC(C)(C)C4)c(=O)o1	-0.3	-1.4	4.3	-7.2	2.6	.	4.5	10.5	-32.3
CCc1ccc(NC(=O)N(C2CCC(C)CC2)C2CCN(C(C)=O)CC2)cc1 (stereo unspecified)	0.7	-6.0	-2.8	11.4	8.1	.	-4.5	6.5	-16.9
COC(C[C@H]1O[C@@H]1[C@@H](O)COCc1ccccc1)OC	.	-7.7	-3.8	-2.4	-6.6	-0.177	-4.1	0.8	-30.1
CC(NCc1nc2ccccc2n1C)C12CC3CC(CC(C3)C1)C2 (stereo unspecified)	0.3	0.6	-1.1	0.3	21.7	.	-4.2	6.6	-27.4
COC(=O)C1=C(C)NC2=C(C1c1ccc(O)cc1)S(=O)(=O)c1ccccc12 (stereo unspecified)	0.2	-4.2	0.0	0.9	-12.5	0.195	3.5	5.1	-4.7[20 µM]
O=C(Nc1cc2c(cc1Br)OCCCO2)c1ccccc1	-0.8	-1.2	21.1	-4.7	5.7	0.326	.	25.9	-10.3
COCc1cc(C)nc(Nc2ccc(C)c(C)c2)c1C#N	0.9	-1.4	-5.5	-7.0	-58.8	1.04	-9.8	8.4	-26.2
O=C(Nc1ccccc1)c1ccc(=O)n(Cc2ccc(F)c(F)c2)c1	-0.8	-3.0	0.5	5.0	-6.5	.	-6.7	8.6	-7.6
Cc1ccc(N2C(=O)c3n[nH]c(C)c3C2c2ccccn2)cc1 (stereo unspecified)	-0.1	9.2	4.1	1.6	16.8	.	.	16.9	-17.3
CCCCCCN1C(=O)C(O)=C(C(C)=O)C1c1ccccc1[N+](=O)[O-] (stereo unspecified)	0.8	2.3	-1.8	0.0	-7.7	-2.93	.	5.7	-18.2
CC(C)(C)c1ccc(OCC(=O)NNC(=O)C2CCCO2)cc1 (stereo unspecified)	0.9	-10.4	-1.3	-1.0	19.1	0.555	-2.5	8.7	-14.6
Cc1cc2ncn(C3CC(=O)N(Cc4ccc(N5CCCC5=O)cc4)C3=O)c2cc1C (stereo unspecified)	0.6	2.3	8.9	0.2	-10.3	-0.366	-3.4	14.9	-23.4
Cc1ccc(NC(=O)C2CCCN2S(=O)(=O)c2ccc3c(c2)n(C)c(=O)c(=O)n3C)cc1 (stereo unspecified)	0.9	-9.1	0.7	-1.1	-18.3	-0.0647	.	2.2	-10.1
O=C(CCC(=O)c1cccs1)Nc1ccccc1F	1.3	-5.9	-11.3	-8.8	5.4	0.26	6.3	-6.3	-15.4
CC(C)(C)c1ccc(C(=O)NCCn2c(N)c(C#N)c3nc4ccccc4nc32)cc1	-0.5	-5.5	1.1	-30.5	-491.2	0.64	.	1.1	-12.0
O=C(O)c1ccc(COc2ccc(/C=N/NC(=O)c3cccs3)cc2)cc1	-0.2	-5.9	-6.2	13.4	-13.5	-3.23	.	-3.5	-14.2[20 µM]
CC(C)c1csc(CN2CCN(Cc3ccc(F)c(F)c3)C(CCO)C2)n1 (stereo unspecified)	-1.1	-6.5	0.3	.	30.0	.	.	5.4	-11.7
CSc1cccc(NC(=O)CCc2ccccc2)c1	0.2	-8.5	-5.9	-3.0	-2.0	-0.323	1.0	.	-18.2
Cc1ccc(Nc2nc(CSc3nnc(-c4ccncc4)n3-c3ccccc3C)cs2)cc1	-0.7	-10.8	22.4	-27.6	18.3	-0.714	.	22.6	-15.8
COCCCn1c(SCc2cccc(C(F)(F)F)c2)nc2cc(OC)c(OC)cc2c1=N	-0.4	-0.8	1.4	3.8	-42.5	-1.2	-3.9	2.6	-17.0[20 µM]
CCOC(=O)Cc1csc(NC(=O)Cc2ccc([N+](=O)[O-])cc2)n1	-0.2	-1.3	8.0	-1.7	19.2	0.473	12.8	2.4	-18.0
O=C(Nc1cn(-c2ccccc2)nc1-c1ccc(F)cc1)c1ccccc1	1.3	-5.4	2.2	-3.5	3.1	0.565	0.2	1.1	-28.2
COc1ccc(-c2csc(C3=C(O)CN(Cc4ccc(Cl)cc4)C3=N)n2)cc1OC	-2.2	2.8	2.5	-3.4	-88.8	0.0439	-0.7	7.1	-7.3[20 µM]
COc1ccc(N2CSC3=C(C#N)C(c4cccc(OC)c4OC)CC(=O)N3C2)cc1 (stereo unspecified)	-0.6	0.0	-7.2	33.0	-1.8	.	3.4	-0.2	-26.3
O=C(OCc1cc(=O)n2c(n1)sc1ccccc12)c1cccc(O)c1	0.9	-2.3	28.0	5.6	-37.4	-0.0518	-9.4	18.9	-27.0
O=C(NCc1csc2ccc(Cl)cc12)Nc1ccccc1	-1.0	0.3	2.3	2.0	9.9	1.13	-2.9	7.4	-16.1
N#Cc1c(NC(=O)C2CC2)sc2c1CCCCC2	-0.4	-0.7	2.5	-7.0	-11.7	-0.0504	.	10.4	-10.5
O=C(Nc1ccccc1NC(=O)c1csnn1)c1csnn1	0.1	-1.9	-3.4	3.8	4.4	-1.09	-23.1	1.4	-4.4
CCCc1cc(=O)oc2c(CN3CCOCC3)c(O)ccc12	1.3	-32.8	-6.8	i	i	0.15	-0.1	-21.6	-112.0[20 µM]

Source: PubChem
